# High-throughput results deposited in PubChem BioAssay by several laboratories.
# Lmaj promast: reduces viability of Leishmania major promastigotes; inhibition, % at 10 µM; AID 1063; resazurin fluorescence viability; 200,000 compounds, 9% hits; in the data active means inhibition above about 50%;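 further: promastigotes grown with compound for 44 hours at 28 °C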
# PPARg SRC1 recr: PPARgamma-driven SRC-1 recruitment agonism. P37231. PPARgamma-SRC-1 coactivator recruitment biochemical assay. activation, % at 8 µM. 200,000 compounds, 0.41% hits. AID 631; in the data active means activation above about 19%;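 further: 0% = DMSO and 100% = reference agonist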
# RAM network inh: yeast RAM network inhibition; S. cerevisiae dse1pr::URA3 reporter, 5-FOA growth OD615, 2 d; analog-sensitive cbk1-as2 kinase mutant strain; inhibition, % at 50 µM; 190,000 compounds, 1.8% hits; AID 868;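 active means inhibition above a set limit, 3 SD over mean compound inhibition, cut at about 8.4% in these data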;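 further: 0% = DMSO-only wells with no growth and 100% = 10 µM 1-NA-PP1 full growth; inhibition rescues growth on 5-FOA so higher OD means more RAM inhibition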
# S1P3 antagonist: antagonists of human S1P3 receptor. Q99500. CHO S1P3 NFAT-BLA reporter, FRET fluorescence, antagonist mode. inhibition, % at 4.98 µM. 170,000 compounds, 0.27% hits. AID 485;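 active means inhibition above the plate cutoff, the mean inhibition of test wells on that plate plus 3 SD, cut at about 28% in these data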;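 further: cells challenged with S1P at its EC80 of 0.8 µM; blue over green emission ratio from cleaved BLA substrate after 4 h stimulation; 0% = S1P-stimulated wells and 100% = unstimulated DMSO-only wells; some compounds past the cut are filed as inactive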
# Target sequence (Q99500 whole entry, looked up): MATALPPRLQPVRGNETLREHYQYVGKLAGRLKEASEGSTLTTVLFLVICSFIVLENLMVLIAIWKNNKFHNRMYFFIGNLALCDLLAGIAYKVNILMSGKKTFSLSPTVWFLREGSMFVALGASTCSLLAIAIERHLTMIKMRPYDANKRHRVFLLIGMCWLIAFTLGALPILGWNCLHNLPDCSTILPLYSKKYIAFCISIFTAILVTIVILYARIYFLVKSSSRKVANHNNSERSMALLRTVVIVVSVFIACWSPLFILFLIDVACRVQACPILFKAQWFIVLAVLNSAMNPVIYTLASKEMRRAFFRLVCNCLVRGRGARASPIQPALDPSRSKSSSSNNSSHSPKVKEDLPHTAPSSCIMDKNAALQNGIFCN
# PPARg SRC3 recr: agonists of human PPARgamma SRC-3 coactivator recruitment; 200,000 compounds, 0.26% hits; P37231; activation, % at 8 µM; biochemical PPARgamma/SRC-3 coactivator recruitment assay; in the data active means activation above about 23%;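 further: 0% = DMSO and 100% = reference agonist; some compounds past the cut are filed as inactive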
# HMGR II inh: E. faecalis class II HMG-CoA reductase inhibition; 190,000 compounds, 0.41% hits; purified E. faecalis HMGR, NADPH absorbance 340 nm kinetic; inhibition, % at 10 µM;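 active means inhibition above a set limit, the median over all tested compounds plus 3 SD, cut at about 9.5% in these data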;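 further: enzyme runs in reverse so mevalonate oxidation gives rising NADPH absorbance; 0% = complete reaction with DMSO and 100% = background rate lacking mevalonate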
# PPARg SRC-2 ag: promotes SRC-2 coactivator recruitment by human PPARgamma | P37231 | PPARgamma LBD-SRC-2 recruitment, biochemical | activation, % at 8 µM | 200,000 compounds, 0.34% hits | AID 1032; in the data active means activation above about 22%;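 further: 0% = vehicle and 100% = reference agonist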
# DTT redox prof: compounds producing H2O2 with reducing agent – biochemical, NIH compound library profiling, artefact control for MLSCN library redox annotation, primary screen. DTT-dependent redox cycling H2O2, phenol red/HRP absorbance; 100% = 100 µM peroxide control, 0% = buffer. activation, % at 10 µM. 200,000 compounds, 0.03% hits. AID 878;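 active means activation of at least 50% relative to the plate's high and low controls in the primary single-dose screen; inactive means activation below 50%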;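 further: compound incubated with DTT at 0.8 mM final as the reducing agent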
# bIAP inh: intestinal alkaline phosphatase (bovine) inhibition. inhibition, % at 20 µM. 190,000 tested, under 10 active. purified bovine IAP, CDP-star luminescence, 30 min;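 active means over 50% inhibition of intestinal alkaline phosphatase at 20 µM in the single-dose screen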
#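 Assay system: bovine IAP enzyme; medium: DEA buffer 100 mM, pH 9.8, with MgCl2 1.0 mM, ZnCl2 0.02 mM; doses: 20 µM single dose; incubation: enzyme reaction for 30 min at room temperature; detection: CDP-star luminescence signal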
# SRC2 TRFRET art: flags TR-FRET format artefacts in PPARgamma SRC-2 recruitment agonist screen. 200,000 compounds, 0.4% hits. TR-FRET ratio at 8 µM. TR-FRET artefact counter-screen; stronger effect = higher value. AID 1049; in the data active means TR-FRET ratio above about 2000; further: inactives centre near 1500; reference of the scale not given here
# ROMK primary: modulates human ROMK potassium channel activity | P48048 | Tet-inducible ROMK, thallium flux fluorescence; actives lie on both sides | B-score at 10 µM | 130,000 compounds, 2% hits | AID 1918;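 active means signal ratio slope over the read window, or its plate-corrected B-score, at least 3 SD from the plate mean, either direction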;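 further: B-score of the F/F0 ratio slope over 7 to 12 s after thallium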
# Target sequence (P48048 whole entry, looked up): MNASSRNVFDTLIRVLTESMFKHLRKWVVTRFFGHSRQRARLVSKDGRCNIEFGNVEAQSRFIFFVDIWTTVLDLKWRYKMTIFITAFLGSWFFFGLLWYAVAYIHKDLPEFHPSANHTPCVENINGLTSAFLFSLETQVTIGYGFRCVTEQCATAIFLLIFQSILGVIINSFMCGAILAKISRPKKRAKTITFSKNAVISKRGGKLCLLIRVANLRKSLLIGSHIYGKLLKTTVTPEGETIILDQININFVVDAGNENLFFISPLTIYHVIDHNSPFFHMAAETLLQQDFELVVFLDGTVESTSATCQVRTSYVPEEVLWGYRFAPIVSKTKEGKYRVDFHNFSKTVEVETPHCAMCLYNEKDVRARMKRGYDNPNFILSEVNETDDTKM
# An asterisk follows results filed as active; i = inactive; . = no result given. Rows were taken by chance; overall some 13% were active at least once.
mol	Lmaj promast	DTT redox prof	PPARg SRC-2 ag	S1P3 antagonist	bIAP inh	RAM network inh	SRC2 TRFRET art	PPARg SRC3 recr	ROMK primary	HMGR II inh	PPARg SRC1 recr
Cc1ccc(S(=O)(=O)N/N=C/c2cn(C)nc2C)cc1	-1	0.0	5	.	6	1.0	1659	4	0.02	-1	9
CCn1c(C)nc2cc(C(=O)NNC(=S)Nc3ccc(Cl)cc3Cl)ccc21	-2	1.0	-1	-17	7	-1.1	1510	1	.	-5	-2
CCCCc1nnc(NC(=O)C2CCCO2)s1 (centres undefined)	-6	1.0	1	10	18	0.3	1498	5	-0.57	-2	-8
Cc1ccc(OCC(=O)N/N=C/c2ccco2)cc1	-7	0.2	3	.	5	0.9	1383	-5	0.017	-4	0
CN(C)/C=C(\C#N)C(=O)N/N=C(\CC(=O)C(F)(F)F)c1ccco1	6	-0.2	-4	-4	-21	-0.4	1573	2	-0.011	-1	-3
Cc1ccc(NS(=O)(=O)c2cc(NC(=O)c3ccc4c(c3)NC(=O)CS4)ccc2Cl)c(C)c1	87*	-0.9	-4	-6	4	7.1	1560	-3	-0.65	-14	2
Cc1ccc(S(=O)(=O)c2c(C)nn(-c3ccccc3)c2OC(=O)c2ccco2)cc1	-9	0.6	5	-10	7	-0.6	1685	6	.	1	2
O=S(=O)(N/N=C\c1ccc2c(c1)OCO2)c1ccc(Cl)cc1	-4	-0.2	3	.	4	4.6	1582	-5	-0.17	-1	1
CCOc1ccc(NC(=O)c2cccc3c2C(=O)N(Cc2cccnc2)C3)cc1	14	-0.7	-3	-2	2	-0.5	1531	1	0.00058	-1	3
Cc1nn(-c2ccccc2)c2sc(C(=O)NNC(=O)COc3cccc4ccccc34)cc12	-5	2.1	-6	.	-16	4.5	1360	-6	.	-1	-8

# Retrieved by structure from above:
mol	Lmaj promast	DTT redox prof	PPARg SRC-2 ag	S1P3 antagonist	bIAP inh	RAM network inh	SRC2 TRFRET art	PPARg SRC3 recr	ROMK primary	HMGR II inh	PPARg SRC1 recr
CCOc1ccc(NC(=O)c2cccc3c2C(=O)N(Cc2cccnc2)C3)cc1	14	-0.7	-3	-2	2	-0.5	1531	1	0.00058	-1	3
O=S(=O)(N/N=C\c1ccc2c(c1)OCO2)c1ccc(Cl)cc1	-4	-0.2	3	.	4	4.6	1582	-5	-0.17	-1	1
Cc1ccc(OCC(=O)N/N=C/c2ccco2)cc1	-7	0.2	3	.	5	0.9	1383	-5	0.017	-4	0
Cc1ccc(NS(=O)(=O)c2cc(NC(=O)c3ccc4c(c3)NC(=O)CS4)ccc2Cl)c(C)c1	87*	-0.9	-4	-6	4	7.1	1560	-3	-0.65	-14	2
Cc1ccc(S(=O)(=O)N/N=C/c2cn(C)nc2C)cc1	-1	0.0	5	.	6	1.0	1659	4	0.02	-1	9
Cc1nn(-c2ccccc2)c2sc(C(=O)NNC(=O)COc3cccc4ccccc34)cc12	-5	2.1	-6	.	-16	4.5	1360	-6	.	-1	-8

# (more compounds)
mol	Lmaj promast	DTT redox prof	PPARg SRC-2 ag	S1P3 antagonist	bIAP inh	RAM network inh	SRC2 TRFRET art	PPARg SRC3 recr	ROMK primary	HMGR II inh	PPARg SRC1 recr
O=C(CSc1ccccn1)C12CC3CC(CC(C3)C1)C2	15	-0.2	1	-13	9	2.1	1582	0	.	6	6
NS(=O)(=O)c1ccc(CCNC(=O)CNS(=O)(=O)c2cccc(Br)c2)cc1	-5	0.6	-1	-10	-33	-0.6	1429	-1	-1	3	-1
COc1ccc(C2C(C#N)=C(SCC(=O)Nc3ccc(C)cc3)NC3=C2C(=O)CC(C)(C)C3)cc1 (centres undefined)	9	-4.1	11	.	6	2.5	1550	5	.	-4	2
CC1CN(C(=O)COC(=O)c2cc(Cl)ccc2Cl)CC(C)O1 (centres undefined)	-8	-1.9	4	-7	6	3.1	1712	7	-0.0036	0	1
COc1cccc2cc(-c3nc4ccccc4o3)c(=O)oc12	58*	-0.2	2	-6	1	-1.0	1643	1	.	-1	1
COc1ccc(CN(C(=O)CSc2nnc(-c3c[nH]c4ccccc34)o2)c2ccc(F)cc2)cc1OC	32	-0.9	8	.	14	9.9*	1549	11	.	8	3
COC(=O)c1oc(-c2ccccc2)nc1C	1	-1.1	-8	-10	-14	1.6	1414	-3	-0.57	-4	-5
CCc1ccc(NC(=S)N(CCN2CCCCC2)Cc2ccco2)cc1	95*	-0.8	8	-6	-6	-0.1	1551	1	-1.1	-5	2
O=C(O)/C=C/C(=O)N1CCN(c2cccc(Cl)c2)CC1	-4	0.3	1	-4	-2	0.8	1597	-5	0.19	0	-5
CC(C)c1ccc(NC(=O)COC(=O)C2=COCCO2)cc1	-6	1.6	3	-35	8	-0.3	1490	2	.	-5	2
O=C(c1ccccc1)[C@@H]1[C@@H](C(=O)c2ccc(F)cc2)[C@@]2(C(=O)Nc3ccccc32)[C@H]2c3ccccc3C=CN12	74*	-0.1	3	-5	-6	1.6	1659	1	.	-4	4
CCOC(=O)c1cccc(NC(=O)CCS(=O)(=O)c2ccc(Br)s2)c1	0	0.0	9	.	4	3.5	1353	8	-0.55	2	5
CCOC(=O)c1c(N=CN(C)C)c(C#N)c2n1CCCC2	-1	1.5	-17	.	7	-0.5	1316	3	.	-6	3
CC(C(=O)O)c1n[nH]c(=O)c2ccccc12 (centres undefined)	-8	0.2	5	.	15	-0.5	1542	4	0.087	0	2
CC1CCN(S(=O)(=O)c2ccc(C(=O)Nc3nnc(-c4ccccn4)o3)cc2)CC1	38	-0.2	-4	13	-40	0.9	1459	-3	0.039	1	4
COc1cc(C2C(C#N)=C(N)N(c3cccnc3)C3=C2C(=O)CCC3)ccc1O (centres undefined)	-4	-0.5	6	.	2	1.1	1612	11	-0.41	-4	2
COc1ccc2c(c1)C1=C(CC2)C(c2ccc(C)cc2)NC(=S)N1 (centres undefined)	34	-0.3	9	-7	40	1.8	1775	4	-1.5	-4	1
COc1cc(NC(=O)CSc2nccc(=O)[nH]2)c(C)cc1[N+](=O)[O-]	-7	-0.1	1	1	-5	3.5	1458	5	-0.18	-4	12
O=C(c1ccc([N+](=O)[O-])cc1)N(Cc1ccc(Cl)cc1)N1C(=O)CCCC1=O	-2	0.2	-7	.	5	0.2	1506	1	.	3	5
O=C(O)/C=C/C(=O)Nc1ccc2nccnc2c1	-7	-1.6	4	-23	-2	2.8	1614	8	-0.86	0	10
COc1ccc(CN(C(=S)Nc2ccccc2)C2CC(=O)N(c3ccc(F)cc3)C2=O)cc1 (centres undefined)	91*	-1.0	9	.	-4	4.0	1539	2	.	-2	-1
COc1ccc(NC(=O)c2ccc(Cl)nc2)cc1S(=O)(=O)N1CCCCC1	13	0.1	-7	0	2	4.1	1454	-2	-0.15	-3	-6
COc1ccc2c(c1)C(NC(C)=O)C(=O)N2C (centres undefined)	-9	0.5	-2	-12	12	0.4	1397	-2	.	-5	5
S=c1nc(C23CC4CC(CC(C4)C2)C3)nc2sccn12	-3	-0.1	-11	-13	19	2.6	1619	3	0.34	-2	4
CCOC(=O)CSc1ccc2nnc(-c3cccnc3)n2n1	3	0.1	1	-2	14	-0.1	1463	-1	.	-2	-7
CCn1cc(C2C3=C(CC(C)(C)CC3=O)N(c3ccccc3)C3=C2C(=O)CC(C)(C)C3)c(C)n1	-3	0.3	5	10	2	3.6	1615	-1	.	-5	-2
Cc1cccc(N=N/C(=C\O)C(=O)c2ccc(Br)cc2)c1	29	-0.2	5	-8	-10	4.1	1584	3	0.76	7	7
Cc1csc(NC(=O)C(Cc2ccccc2)n2cccc2)n1 (centres undefined)	-2	-0.3	2	-8	12	0.6	1623	11	.	-1	4
O=C(Cn1nnc(-c2ccccc2)n1)N/N=C/c1cc([N+](=O)[O-])ccc1O	8	0.7	-3	11	-12	3.1	1478	-5	.	-1	2
COc1cccc(C(=O)Nc2cccc(C(=O)N3CCOCC3)c2)c1	-5	0.5	1	-24	7	-0.3	1471	-16	0.02	-2	2
Cc1ccc(S(=O)(=O)N2CCCC2C(=O)Nc2ccc(O)cc2)cc1 (centres undefined)	-9	-2.1	-2	20	10	0.6	1510	-2	.	-3	3
COc1ccc(NC(=O)n2nc(OC(=O)c3cccs3)cc2N)cc1	0	-0.3	4	4	13	0.7	1583	0	.	-1	7
Cc1ccc(-n2ncc(C(=O)Nc3cc(Cl)cc(Cl)c3)c2C2CCNCC2)cc1C	101*	-1.0	10	-28	i	0.6	1769	0	-6.1*	1	9
CCN(C(=S)NC(=O)CCc1ccccc1)c1ccccc1	1	-0.6	3	-5	.	-0.8	1584	4	0.99	3	0
CC(C)(C)c1ccc(-c2noc(CCC(N)=O)n2)cc1	-6	0.4	4	1	6	0.7	1719	7	.	-3	2
Cc1cc(NC(=O)C2CCCC2)nc2c1c(=O)oc1ccccc12	25	0.1	2	.	0	5.4	1479	-1	-0.049	1	-2
COc1ccc(NC(=O)/C(C#N)=C/c2c(C)nn(-c3ccc(F)cc3)c2Cl)cc1OC	7	-0.4	7	-7	0	2.2	1664	1	0.17	0	2
CCn1c(C(=O)NCc2ccccn2)cc2sccc21	-8	0.6	2	-9	9	2.0	1279	-1	.	4	-9
COc1ccc(-c2nnn(CC(=O)N(CCO)C(C(=O)NC3CCCC3)c3ccncc3)n2)cc1 (centres undefined)	-4	0.5	0	-4	2	2.2	1660	2	.	2	4
CCn1c(SCC(=O)Nc2nccs2)nnc1-c1ccc(S(=O)(=O)N2CCCCC2)cc1	56*	-0.6	2	-10	11	2.3	1624	8	.	0	0
C=CCN1C(=O)c2ccccc2Sc2ccc(C(=O)N3CCN(C)CC3)cc21	-5	3.4	0	-9	-5	0.3	1476	-8	.	1	3
CN(C)c1ccc(N2CC(C)(C)C2=O)cc1	-4	-1.1	12	-5	-4	2.3	1662	6	0.11	-5	-3
O=C(Nc1ccc(N2CCOCC2)cc1)c1cccc(S(=O)(=O)N2CCCC2)c1	-3	2.8	1	-16	7	4.1	1718	10	.	-2	0
CCc1nc2ccc(C(=O)Nc3ccc(NC(C)=O)cc3)cc2nc1CC	5	-0.1	2	-12	0	2.4	1645	1	.	3	4
CNNC(=O)C(C)NC(=O)c1ccc(Br)cc1 (centres undefined)	-6	-3.8	-2	.	7	0.4	1345	6	0.54	.	3

# Ordered by formula weight (ascending): 3 of the compounds above.
mol	Lmaj promast	DTT redox prof	PPARg SRC-2 ag	S1P3 antagonist	bIAP inh	RAM network inh	SRC2 TRFRET art	PPARg SRC3 recr	ROMK primary	HMGR II inh	PPARg SRC1 recr
CN(C)c1ccc(N2CC(C)(C)C2=O)cc1	-4	-1.1	12	-5	-4	2.3	1662	6	0.11	-5	-3
CCc1nc2ccc(C(=O)Nc3ccc(NC(C)=O)cc3)cc2nc1CC	5	-0.1	2	-12	0	2.4	1645	1	.	3	4
C=CCN1C(=O)c2ccccc2Sc2ccc(C(=O)N3CCN(C)CC3)cc21	-5	3.4	0	-9	-5	0.3	1476	-8	.	1	3
